Compound activity (PubChem)
Nrf2 activator = activators of Nrf2 (ARE) signaling. AREc32 ARE-luciferase reporter (MCF7-derived line), luminescence, 24 h. Potency, µM (titrated, usually from 46.1 µM), for the others: at the top dose activation, most hits filed as activators. AID 624171. actives 0.31% (n = 410,000); note: potency is the fitted concentration of half-maximal effect; % of control where 0% means no effect; nearly all actives have a fitted effect of over 65% in size
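Steps: seed AREc32_Fluc cells (1000/well, 5% FBS OPTI-MEM); incubate overnight at 37 deg C; add 23 nL compound; incubate 24 hr; add Steady-Glo; hold 30 min RT; read luminescence.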
HepG2 tox = kills HepG2 cells in TGF-b inhibitor counter-screen; HepG2 CAGA-GFP viability, ATP luminescence, 18 h; Potency, µM (top dose mostly 46.1 µM), inactives show top-dose activity change, negative = cytotoxicity, most hits filed as cytotoxic; actives 0.76% (n = 410,000); AID 588856; note: potency is the fitted concentration of half-maximal effect; some results filed as inactive show a strong effect at the top dose
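HepG2 CAGA-GFP cells (1000/well, DMEM with 1% FBS) received compound, then TGF-beta at 500 pg/mL final, and were incubated 18 hours at 37 degrees C. Viability was read by CellTiter-Glo luminescence. Media-only wells were set as complete cell-killing and DMSO as no toxicity.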
IL-2 act = activators of IL-2 | IL-2 activation reporter assay, cell-based qHTS; stimulated with anti-CD3/CD4/CD28 beads; in transgenic mouse T cells | AID 652025 | activation, % (series mostly up to about 46 µM) | actives 0.065% (n = 360,000); in the data active = activation above about 50%; inconclusive = mostly about 30% to 49%; note: 0% is about no effect
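Readout is EGFP and DsRed signal by fluorescent plate cytometry after 18 h at 37 degrees C. Transgenic mouse T cells (750/well) received compound for 60 min before bead stimulation (anti-CD3, anti-CD4, anti-CD28); memory T cells served as non-tolerant control.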
ATXN viability = viability counter-screen for ATXN expression inhibitors; S2 cells (HEK-293 line with an ATXN2-luciferase reporter) viability, CellTiter-Fluor protease fluorescence, 24 h; Potency, µM (doses to about 56.7 µM), most hits filed as cytotoxic; actives 0.49% (n = 400,000); note: potency is the fitted concentration of half-maximal effect; nearly all actives have a fitted effect of over 40% in size
EPAC2 agonist = EPAC2 (human) agonism; EPAC2 activation, biochemical qHTS; response scale: 100% = 6.5 mM cAMP response; AID 720711; Potency, µM (highest dose often 154 µM), for inactives: at the top dose activation, hits mostly activators; Q8WZA2; actives 0.079% (n = 360,000); note: potency is the fitted concentration of half-maximal effect; nearly all actives have a fitted effect of over 50% in size
Target sequence (Q8WZA2 whole entry, looked up): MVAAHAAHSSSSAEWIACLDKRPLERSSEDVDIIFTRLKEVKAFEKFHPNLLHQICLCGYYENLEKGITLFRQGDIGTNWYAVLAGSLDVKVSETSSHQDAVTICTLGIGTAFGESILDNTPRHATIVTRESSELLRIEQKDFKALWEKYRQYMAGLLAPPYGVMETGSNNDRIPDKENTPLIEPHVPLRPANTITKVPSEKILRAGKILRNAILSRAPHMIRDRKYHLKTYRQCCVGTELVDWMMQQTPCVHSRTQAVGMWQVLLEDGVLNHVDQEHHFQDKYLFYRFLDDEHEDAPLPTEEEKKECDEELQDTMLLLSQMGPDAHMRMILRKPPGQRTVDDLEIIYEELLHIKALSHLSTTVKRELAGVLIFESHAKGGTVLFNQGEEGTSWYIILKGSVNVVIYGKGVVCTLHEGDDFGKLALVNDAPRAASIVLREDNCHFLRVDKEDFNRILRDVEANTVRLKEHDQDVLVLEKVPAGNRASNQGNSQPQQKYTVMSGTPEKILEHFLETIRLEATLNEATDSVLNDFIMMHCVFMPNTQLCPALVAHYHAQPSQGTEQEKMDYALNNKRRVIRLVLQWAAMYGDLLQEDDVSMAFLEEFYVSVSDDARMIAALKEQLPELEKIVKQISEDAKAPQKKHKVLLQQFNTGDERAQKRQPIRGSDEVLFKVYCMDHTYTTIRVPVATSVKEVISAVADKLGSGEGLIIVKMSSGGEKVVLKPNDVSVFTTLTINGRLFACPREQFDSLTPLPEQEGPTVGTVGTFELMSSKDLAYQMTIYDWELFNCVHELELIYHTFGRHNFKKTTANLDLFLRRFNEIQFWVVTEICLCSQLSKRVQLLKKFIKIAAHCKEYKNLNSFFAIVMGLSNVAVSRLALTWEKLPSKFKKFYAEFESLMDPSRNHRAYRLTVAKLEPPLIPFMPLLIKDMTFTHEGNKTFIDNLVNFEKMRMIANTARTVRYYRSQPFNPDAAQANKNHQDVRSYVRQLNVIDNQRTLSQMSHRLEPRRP
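Guanine nucleotide exchange by EPAC2 is measured as reduced fluorescence of BODIPY-GDP once it is released from 250 nM Rap1B. Plates are read kinetically for 30 min at room temperature; results are scaled to 6.5 mM cAMP.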
Nrf2 block = blocks Nrf2 signaling; Potency, µM (highest dose often 46 µM), for the others: at the highest dose activity change, negative = inhibition, hits mostly inhibitors; A549 ARE-Fluc reporter, luciferase luminescence, 18-24 h; actives 2.1% (n = 360,000); note: potency is the fitted concentration of half-maximal effect; % is set by controls: 0 for no effect and ±100 for the full control effect; nearly all actives have a fitted effect of over 60% in size
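Concentration-response testing used A549 ARE_Fluc cells at 5000 cells/well. Following an 18-24 h compound incubation, viability was read by fluorescence (Ex 405/Em 525) and luciferase output by luminescence.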
A549 tox = kills or reduces viability of A549 cells in Nrf2 counter-screen | Potency, µM (series often up to 46 µM), for inactives: at the top dose activity change, negative = cytotoxicity, hits mostly inhibitors | A549 ARE-Fluc cells, CellTiter-Fluor viability, 18-24 h | actives 0.16% (n = 390,000); note: potency is the fitted concentration of half-maximal effect; % is set by controls: 0 for no effect and ±100 for the full control effect
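A549 ARE-Fluc cells in 5% FBS OPTI-MEM, 5000 cells/well, rested 2 h then exposed to compounds in concentration-response for 18-24 h at 37 °C. Viability by CellTiter-Fluor fluorescence (Ex 405/Em 525) after 30 min; luciferase luminescence (BugLite, 15 min, RT) read afterwards.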
TGFb inhibitor = blocks TGF-b signaling; HepG2 CAGA-GFP TGF-b/SMAD3 reporter, GFP fluorescence, 18 h; TGF-beta stimulated, 500 pg/mL final; Potency, µM (highest dose often 46.1 µM), for the others: at the top dose activity, negative = inhibition, usual class: inhibitors; actives 1.2% (n = 410,000); AID 588855; note: potency is the fitted concentration of half-maximal effect; % is set by controls: 0 for no effect and ±100 for the full control effect; nearly all actives have a fitted effect of over 65% in size
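Cell-based qHTS in HEPG2 carrying a CAGA-GFP Smad reporter; compounds added before 500 pg/mL final TGF-beta, 18 h incubation at 37 degrees C, GFP fluorescence quantified per cell by imaging cytometry.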
ATXN2 expr inh = reduces ATXN2 reporter expression in HEK-293 cells; HEK-293 ATXN2-luciferase reporter, luminescence, 24 h; Potency, µM (top dose mostly 57 µM), for the others: at the top dose activity change, negative = inhibition, usual class: inhibitors; actives 0.72% (n = 360,000); note: potency is the fitted concentration of half-maximal effect; % is set by controls: 0 for no effect and ±100 for the full control effect; nearly all actives have a fitted effect of over 55% in size
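ATXN2-luciferase reporter cells (luciferase flanked by upstream and downstream ATXN2 gene portions) were treated 24 h at 37 °C with compounds at up to 57 uM. SteadyGlo luminescence gave expression; GF-AFC fluorescence gave viability.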
The depositor's hits bear a star; i = inactive; u = inconclusive; x = not tested or not shown; & = joins results of further samples; [ ] = dose if it differs, or a comment. Unless noted, calls come from the whole dose curve; as a rule, active = well fitted curve in the direction sought with a large enough effect; inconclusive = small, poorly fitted or top-dose-only effect, or another doubt; inactive = no such curve, though single readings can be large; an effect the other way counts as inactive or inconclusive.

SMILES	Nrf2 activator	HepG2 tox	IL-2 act	ATXN viability	EPAC2 agonist	Nrf2 block	A549 tox	TGFb inhibitor	ATXN2 expr inh
CCSc1nnc(NC(=O)C2CCN(C(=O)c3ccc(F)cc3)CC2)s1	-0.5%	-12%	1.3	i	2%	-25%	-10%	-17%	1%
c1ccc(-c2sc3ccccc3c2-c2ccc(OCCN3CCCCC3)cc2)cc1	-0.4%	-19%	-0.2	i	5%	1%	-1%	2%	-8%
Cc1cccn2c(=O)c(C=NCc3ccco3)c(Nc3ccc(SC(F)F)cc3)nc12	-0.2%	-2%	-3.2	i	-5%	u	-4%	-6%	u
COC(=O)N1CC(c2ccccc2)CC1=O (stereo not drawn)	-0.8%	-1%	-0.5	i	12%	9%	-4%	-12%	0%
CCN1CCc2c(C#N)c(NCc3ccccc3)nc(NCCO)c2C1	0.4%	-13%	1.1	i	-4%	2%	4%	-4%	2%
Cc1cccc(N2CCN(C(=O)CCS(=O)(=O)c3ccc4c(c3)NC(=O)CO4)CC2)c1C	-0.8%	-5%	-3.8	i	1%	15µM*	-5%	-23%	-23%
O=C1C[C@@H]2C(=O)N(c3ccccc3)C(=O)[C@@H]2[C@@H]2CN(S(=O)(=O)c3ccccc3)[C@@H](c3ccccc3)[C@H]12	-0.1%	23%	-0.4	i	3%	x	x	15%	7%
O=C(CN1CCN(c2ccc(F)cc2)CC1)Nc1cccc(C(F)(F)F)c1	-0.7%	-33%	-1.2	i	2%	x	6%	u	-12%
Cc1ccccc1Nc1c(-c2ccsc2)nc2c(C)cccn12	12%	-76%	x	u	x	u	-17%	u	-25%
COCCNC(=O)c1ccc(N2CCC3(CC2)OCCO3)c([N+](=O)[O-])c1	-0.6%	-4%	-0.3	i	0%	-5%	-9%	1%	8%

The last 2 compounds of the part above come first, to join the parts.
SMILES	Nrf2 activator	HepG2 tox	IL-2 act	ATXN viability	EPAC2 agonist	Nrf2 block	A549 tox	TGFb inhibitor	ATXN2 expr inh
Cc1ccccc1Nc1c(-c2ccsc2)nc2c(C)cccn12	12%	-76%	x	u	x	u	-17%	u	-25%
COCCNC(=O)c1ccc(N2CCC3(CC2)OCCO3)c([N+](=O)[O-])c1	-0.6%	-4%	-0.3	i	0%	-5%	-9%	1%	8%
CCN(CC(=O)Nc1ccc2c(c1)OCCO2)C(=O)/C=C/c1ccc(F)cc1	0.2%	-1%	-1.9	i	-1%	1%	-4%	11%	23%[11.3 µM]
CCc1nc(SCCO)c2oc3ccccc3c2n1	6.3%	-21%	-0.2	i	12%	-18%	-5%	5%	9%
Cc1cc(S(=O)(=O)N2CCCCC2)c(C)s1	0.0%	-22%	-0.9	i	5%	9%	-3%	-2%	x
Cc1cccc(Cn2c(=O)c3c(nc4n3CCN4Cc3ccco3)n(C)c2=O)c1	20%	1%	-4.2	i	-9%	-16%	13%	1%	u
COC(=O)[C@@]1(Sc2ccc(C)cc2)CC(=O)N(c2ccccc2)[C@@H]1c1ccccc1	4.1%	x	-1.0	u	6%	x	x	x	u
O=C(c1cnccn1)N(c1ccccc1)C1(C(=O)NC2CCCC2)CCCCC1	-0.4%	8%	-2.9	i	5%	9%	-2%	-5%	-8%
Cc1cc(C(=O)CCC(=O)N(C)CC2COc3ccccc3O2)c(C)s1 (stereo not drawn)	0.8%	-9%	-1.4	i	3%	x	x	-17%	x
CCOc1cc2[nH]c(=O)n(CC3CCC(C(=O)NCCCOC)CC3)c(=O)c2cc1OCC (stereo not drawn)	-0.8%	-8%	2.7	i	-7%	2%	1%	-5%	-9%
CC1CC(C)CN(S(=O)(=O)c2ccc(NC(=O)c3ccc(=O)[nH]c3)cc2)C1 (stereo not drawn)	-2.6%	-38%	1.0	i	-2%	1%	-16%	u	-1%
COCCNC(=O)c1cccc(OC2CCN(Cc3ccccc3C)CC2)c1	-0.9%	-5%	-0.7	i	-2%	-4%	-2%	-8%	-2%
CCNC(=S)Nc1ccc2c(c1)c(=O)n(C)n2-c1cc(C)cc(C)c1	-1.0%	-1%	0.4	i	6%	x	x	7%	-4%
COc1cccc(CNC(=O)Cc2ccc(Br)cc2)c1	-0.1%	6%	4.5	i	2%	u	10%	34%[activator]	10%
Cc1ccc(C2=CC(c3ccc(N(C)C)cc3)n3nnnc3N2)cc1 (stereo not drawn)	8.4%	-4%	1.9	x	4%	-21%	-1%	10%	39%
COc1cc(NC(=O)c2cccs2)c(OC)cc1NC(=O)Nc1ccc(F)cc1	4.0%	1%	0.4	i	4%	-21%	-26%	-22%	-23%
CN(C)c1cccc(C(=O)NCC(c2ccco2)N(C)C)c1 (stereo not drawn)	5.7%	1%	-0.5	i	12%	u	-8%	1%	30%
COc1ccc(OCC(=O)NNC(=O)C(=O)Nc2ccccc2)cc1	0.0%	-8%	0.0	i	1%	8%	1%	8%	8%
Cc1nn(C)c(C)c1S(=O)(=O)N(CC(=O)Nc1nccs1)c1ccc(C(C)C)cc1	0.4%	-14%	-0.9	i	2%	-12%	-2%	-6%	8%
COc1ccc2oc3cc(C)[n+]([O-])c(-c4ccc(Cl)cc4)c3c2c1	1.2%	-12%	-0.9	i	-2%	-8%	-14%	u	-26%
Cc1cccc(-n2[nH]c3c4c(ccc3c2=O)C(=O)c2ccccc2C4=O)c1	0.0%	-3%	0.0	i	-1%	8%	4%	6%	-6%
CNc1nc(Nc2ccc(C(=O)OC)cc2)c2sccc2n1	0.3%	-27%	-0.6	i	2%	x	x	-11%	-14%
Cc1cc(/C=C2/NC(=O)NC2=O)c(C)n1-c1cccnc1	3.1%	-29%	-0.3	i	5%	u	-5%	-1%	13%
CC(C)Cn1nc(NC(=O)C2CCCO2)c2cc3ccccc3nc21 (stereo not drawn)	0.2%	14%	-1.9	i	4%	-8%	-4%	15%	3%
O=S(=O)(NCc1csc(-c2cccnc2)n1)c1ccc(F)cc1	0.3%	3%	-1.3	i	0%	4%	2%	0%	-4%
COc1ccc(/C(C#N)=C/c2c(-c3ccc(Cl)cc3)nc3c(C)cccn23)cc1	3.8%	4%	0.3	u	-2%	8%	0%	0%	-15%
Cc1ccccc1N1C(=O)c2ccccc2C1Nc1cccnc1 (stereo not drawn)	-0.3%	-54%	-3.5	i	3%	5%	-8%	u	-10%
Cc1ccc(NC(=O)CCC(=O)c2ccc(Br)cc2)cc1	3.3%	-4%	1.4	i	8%	0%	-1%	-5%	x
COc1cc(OC)c(NC(=O)CCNS(=O)(=O)c2ccc3c(c2)oc(=O)n3C)cc1Cl	-0.5%&2.9%	-12%&-3%	-1.1	i	10%	-10%&7%	5%&17%	-9%&-14%	11%
O=C(O)c1cccc(N2C(=O)c3ccc(Oc4ccc(Cl)cc4)cc3C2=O)c1	-0.4%	19%	7.8	i	13%	4%	-1%	-9%	-30%
CC(=O)Nc1ccc(NC(=O)COC(=O)c2c(C)nn(-c3ccccc3)c2C)cc1	5.9%	-4%	0.9	i	20%	-1%	0%	-3%	8%
Cc1ccsc1C(=O)N1CCCC(C)(C(=O)O)C1 (stereo not drawn)	-0.1%	1%	0.0	i	6%	x	x	3%	-2%
COc1ccc(C(=O)N/N=C(\C)CC(=O)Nc2ccc3c(c2)OCO3)cc1	0.5%	-20%	-0.2	i	12%	2%	5%	-3%	-15%
C=CCOc1ccc(/C=C2\SC(N)=NC2=O)cc1OC	7.9%	-6%	-2.5	i	5%	-25%	-6%	6%	25%
CC(=O)Nc1ccc(-c2nn[nH]n2)cc1Cl	-0.3%	-1%	-1.7	i	-1%	5%	1%	14%	2%
O=C(NNC(=O)c1ccc(NC(=O)c2ccccc2)cc1)c1ccc(F)cc1	0.0%	0%	-1.2	i	4%	-9%	-3%	5%	3%
Cc1ccc(NC(=S)N/N=C/c2c(Cl)cccc2Cl)c(C)c1	8.1%	4%	-0.2	u	9%	u	-3%	-28%	44%[activator]
CC(=O)Nc1cc2c(cc1NC(=O)Cn1nc(-c3ccccc3F)ccc1=O)OCCO2	-0.2%	7%	-1.4	i	2%	x	1%	16%	2%
CN(C)c1ccc(C=C2C(=O)OC(C)(C(C)(C)C)OC2=O)cc1 (stereo not drawn)	-0.4%	-8%	0.2	i	12%	-4%	-8%	0%	-6%
C[C@H](CO)N1C[C@H](C)[C@@H](CN(C)S(=O)(=O)c2cccs2)Oc2c(NS(=O)(=O)c3ccc(F)cc3)cccc2C1=O	0.4%	1%	0.0	i	4%	-17%	10%	1%	9%
COc1cc(/C=N/N=C2/C(=O)Nc3ccccc32)ccc1O	u	-30%	-1.8	i	-10%	23%	1%	0%	28%
Cc1ccccc1NC(=O)CN(C)S(=O)(=O)c1cccs1	-0.1%	-21%	-1.6	i	17%	-4%	5%	-5%	-3%
O=C(/C=C/c1ccco1)N/C(=C\c1ccco1)C(=O)NCCc1nc2ccccc2[nH]1	3.6%[9.22 µM]	-18%	0.0	i	8%	-5%	10%	-18%	-17%
COc1cc(C=O)c(Br)cc1OCC(=O)NCc1ccccc1	0.0%	-6%	-0.8	i	7%	-11%	7%	-5%	x
CC1CC(C)CN(C(=O)c2ccc(Br)c(S(=O)(=O)N3CCOCC3)c2)C1 (stereo not drawn)	0.1%	-3%	1.6	u	-2%	-1%	-4%	-15%	x
CC(C)OC(=O)CC12CN(C)CC(CC(=O)OC(C)C)(CN(C)C1)C2=O	-0.5%	-7%	0.1	i	10%	-1%	-2%	4%	-6%

Entries shown so far with a COOH group:
SMILES	Nrf2 activator	HepG2 tox	IL-2 act	ATXN viability	EPAC2 agonist	Nrf2 block	A549 tox	TGFb inhibitor	ATXN2 expr inh
O=C(O)c1cccc(N2C(=O)c3ccc(Oc4ccc(Cl)cc4)cc3C2=O)c1	-0.4%	19%	7.8	i	13%	4%	-1%	-9%	-30%
Cc1ccsc1C(=O)N1CCCC(C)(C(=O)O)C1 (stereo not drawn)	-0.1%	1%	0.0	i	6%	x	x	3%	-2%
